RGS12 GoLoco inh = inhibitors of human Gai1-RGS12 GoLoco interaction (red fluorophore); Potency, µM (top dose mostly 61.6 µM), inactives show at the top dose activity, negative = inhibition, most hits filed as inhibitors; AID 880; 0.44% of 230,000 active; Gai1:RGS12 GoLoco peptide FP, rhodamine, 10 min; active = well fitted inhibition curve with a large enough effect, not every such curve was filed as active; inactive = no such curve, though single readings can be large or run the other way; also: % is scaled to controls: 0 for no effect and ±100 for the full control effect; nearly all actives have a fitted effect of over 30% in size; many of its hits are not listed in these tables
Target sequence (P63096 whole entry, looked up): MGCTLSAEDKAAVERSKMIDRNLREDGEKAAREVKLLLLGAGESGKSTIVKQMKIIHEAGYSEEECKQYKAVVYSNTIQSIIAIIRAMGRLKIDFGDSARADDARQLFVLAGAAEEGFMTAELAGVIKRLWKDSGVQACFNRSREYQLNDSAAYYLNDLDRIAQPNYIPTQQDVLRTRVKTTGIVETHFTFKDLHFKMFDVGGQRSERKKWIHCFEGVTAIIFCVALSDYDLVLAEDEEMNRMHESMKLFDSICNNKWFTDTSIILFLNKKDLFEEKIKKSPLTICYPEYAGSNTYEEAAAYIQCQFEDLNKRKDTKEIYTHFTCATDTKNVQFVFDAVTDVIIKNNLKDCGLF
RECQ1 helicase = inhibitors of human RECQ1 DNA helicase | AID 2549 | Potency, µM (highest dose often 57.3 µM), for inactives: at the highest dose activity, negative = inhibition, usual class: inhibitors | RECQ1 DNA unwinding, red fluorescence kinetic read | 0.54% of 240,000 active | P46063;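 also: plate controls were vehicle for no effect and no enzyme for full effect; nearly all actives have a fitted effect of over 30% in size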
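RECQ1T1 50 nM; forked duplex (20 bp + 30-nt ss tails) 200 nM, ATP 2 mM final; pH 8.0, 2 mM MgCl2, 2.5 ug/ml poly(dI-dC); 15 min compound preincubation; discontinuous kinetic read over 2 h at RT.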
Epigenetic derep = regulators of epigenetic silencing causing reporter derepression in mouse cells; AID 1865; Potency, µM (top dose mostly 53.9 µM), inactives show at the top dose GFP activation, actives largely listed as activators; 0.2% of 280,000 active; murine LDR cells, GFP reporter derepression, 30 h; also: % of control where 0% means no effect; nearly all actives have a fitted effect of over 60% in size
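Readout is the number of GFP-expressing murine LDR cells, counted by cytometry following washing. Cells were treated with compound for 30 h at 37 C; the stably integrated CMV-GFP locus is normally silent.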
IMPase Li inh = cell-permeable IMPase inhibitors with lithium potentiation | CHO-M1 cells, IP1 TR-FRET (IP-One), carbachol + lithium | Potency, µM (titrated, usually from 59.4 µM), for inactives: at the highest dose activity, negative = IMPase inhibition, hits mostly inhibitors | 0.35% of 210,000 active;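 also: IP1 builds up when IMPase is blocked and the TR-FRET signal falls; plate controls were basal vehicle for no effect and high inhibitor control for full effect; nearly all actives have a fitted effect of over 50% in size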
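Concentration–response in CHO-M1 cells, lithium-potentiated; 30 min at 37C. IP1 detected by competitive TR-FRET after 10 min lysis at RT. Hill-fitted AC50.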
Luc counter = counter-screen: inhibitors of Kinase-Glo firefly luciferase; Q27757; Kinase-Glo luciferase, ATP luminescence, 8 min; Potency, µM (doses to about 38.3 µM), for inactives: top-dose activity change, negative = inhibition, actives largely listed as inhibitors; 0.28% of 200,000 active; also: % is scaled to controls: 0 for no effect and ±100 for the full control effect; nearly all actives have a fitted effect of over 60% in size
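Kinase-Glo luciferase light output from ATP and luciferin was measured with 10 uM ATP, within the enzyme's linear range. Buffer: 50 mM imidazole pH 7.2, 50 mM KCl, 7 mM MgCl2, 0.01% Tween 20, 0.05% BSA; luminescence read after 8 min at ambient temperature.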
JMJD2E inh = blocks human JMJD2E demethylase activity; B2RXH2; JMJD2E catalytic domain, FDH-coupled NADH fluorescence (FDH is formaldehyde dehydrogenase); Potency, µM (highest dose often 57.1 µM), without a hit: top-dose activity change, negative = inhibition, hits mostly inhibitors; 1.6% of 230,000 active; AID 2147; active = well fitted inhibition curve with a large enough effect, not every such curve was filed as active; inconclusive = small, poorly fitted or top-dose-only effect, or another doubt; inactive = no such curve, though single readings can be large or run the other way;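 also: 0% = wells with enzyme and -100% = buffer wells without enzyme; nearly all actives have a fitted effect of over 50% in size; many of its hits are not listed in these tables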
Target sequence (B2RXH2 1-337 limits assumed): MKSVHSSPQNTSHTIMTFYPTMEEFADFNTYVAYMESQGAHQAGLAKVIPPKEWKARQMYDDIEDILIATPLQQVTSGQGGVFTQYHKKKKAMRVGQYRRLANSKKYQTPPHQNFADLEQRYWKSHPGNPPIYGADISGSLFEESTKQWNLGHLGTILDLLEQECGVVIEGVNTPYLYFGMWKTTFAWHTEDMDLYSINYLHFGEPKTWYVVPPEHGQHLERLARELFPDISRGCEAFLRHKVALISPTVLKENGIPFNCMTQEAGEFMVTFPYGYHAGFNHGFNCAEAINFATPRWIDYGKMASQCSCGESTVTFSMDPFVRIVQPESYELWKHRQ
NPSR antagonist = antagonists of human neuropeptide S receptor cAMP signaling | Potency, µM (titrated, usually from 38.3 µM), inactives show at the top dose activity change, negative = inhibition, hits mostly inhibitors | CHO-NPSR cells, cAMP TR-FRET, antagonist mode | 1% of 220,000 active; also: % is scaled to controls: 0 for no effect and ±100 for the full control effect; nearly all actives have a fitted effect of over 50% in size; many of its hits are not listed in these tables
Target sequence (Q6W5P4 whole entry, looked up): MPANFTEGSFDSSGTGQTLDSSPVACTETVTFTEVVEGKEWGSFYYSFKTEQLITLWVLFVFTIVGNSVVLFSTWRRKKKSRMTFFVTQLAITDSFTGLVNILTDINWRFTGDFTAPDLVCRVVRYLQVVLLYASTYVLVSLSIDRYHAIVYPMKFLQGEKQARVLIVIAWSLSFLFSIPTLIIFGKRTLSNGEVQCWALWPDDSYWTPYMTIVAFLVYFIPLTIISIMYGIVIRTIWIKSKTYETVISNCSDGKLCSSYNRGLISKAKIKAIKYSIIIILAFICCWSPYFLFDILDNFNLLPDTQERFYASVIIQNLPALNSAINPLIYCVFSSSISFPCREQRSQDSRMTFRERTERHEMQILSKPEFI
SMN2 splice enh = SMN2 splice variant enhancement; HEK293 SMN2-luciferase splicing reporter, luminescence, 30-36 h; Potency, µM (titrated, usually from 46.1 µM), for the others: at the highest dose activity change, positive = activation, actives largely listed as activators; 2.8% of 210,000 active; also: % of control where 0% means no effect; nearly all actives have a fitted effect of over 55% in size
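HEK293 cells carry an SMN2 […]–luciferase reporter in which exon 7 inclusion puts luciferase in frame. Cells were plated 10-12 h before compound addition, then incubated 30-36 h at 37C. ONE-Glo luminescence was read; sodium butyrate at 4.5 mM final served as control.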
* = called active by the depositor; i = inactive; u = inconclusive; x = no result given; & = joins results of further samples; [ ] = dose if it differs, or a comment. Unless noted, calls follow the shape of the dose curve; as a rule, active = well fitted curve in the direction sought with a large enough effect; inconclusive = small, poorly fitted or top-dose-only effect, or another doubt; inactive = no such curve, though single readings can be large; an effect the other way counts as inactive or inconclusive. Potency is read from the fitted curve at half-maximal effect.

SMILES	RGS12 GoLoco inh	RECQ1 helicase	Epigenetic derep	IMPase Li inh	Luc counter	JMJD2E inh	NPSR antagonist	SMN2 splice enh
CCOC(=O)CNC(=O)CSc1nnnn1-c1cc(C)ccc1C	3%	0%	0.0%	17%[38.3 µM]	0%	1%	-17%[46.1 µM]	3%
COC(=O)c1cc(Oc2ccc(C(=O)OC)cc2N)cc(C(=O)OC)c1	7%	-17%	-0.8%	-12%[38.3 µM]	1%	6%	-25%[46.1 µM]	7%
CCOC(=O)C(=CNc1ccc2c(c1)c1ccccc1n2CC)C(=O)OCC	4%	-3%	2.5%	x	x	u	u	x
CCCCNc1cc(NC(C)=O)cc2cc(OC)c(OC)cc12	x	-2%	-1.0%	x	x	5%	-21%[46.1 µM]	x
COc1cccc(CN2CCN(C(=S)NCc3ccc(Cl)cc3)CC2)c1	7%	i	15%	7%	4%	-15%	-10%	-59%[inhibitor]
O=C(CSc1ncccc1C(=O)O)NC1CCCCCCC1	3%	-1%	0.0%	x	x	4%	54%	x
Cc1cc(C(=O)COC(=O)c2ccc(CO)cc2)c(C)n1CC1COc2ccccc2O1 (stereo unspecified)	20%	-2%	2.2%	19%	-3%	-21%	-1%	-43%
CCc1cc(CNC(=O)CC2C(=O)NCCN2CC2CCCCC2)on1 (stereo unspecified)	-3%	i	1.7%	2%	-4%	-8%	-17%	0%
O=C1NC(=O)C(=C2CCCCCC2)S1	8%	-3%	0.0%	0%	1%	1%	10%	5%
COc1cccc(-n2nnnc2SCC(=O)NCc2ccco2)c1	0%	-26%	0.9%	1%	-2%	-1%	-9%[46.1 µM]	-2%
COc1cccc(N2C(=O)C3CCCN3C2c2ccc(F)cc2)c1 (stereo unspecified)	46%[activator]	i	1.1%	-8%[38.3 µM]	-9%	-9%	-14%[46.1 µM]	-6%
CCOC(=O)C1CCCN(c2ncnc3c2cnn3-c2ccc(Cl)cc2)C1 (stereo unspecified)	-5%	-14%	-1.1%	19%[38.3 µM]	2%	u	-21%[46.1 µM]	27%
CN(C)c1ccc(-c2noc(C3CCN(S(=O)(=O)c4cccc(C(=O)O)c4)CC3)n2)cc1	-3%	-9%	-0.9%	-5%[38.3 µM]	1%	-23%	-28%[46.1 µM]	-4%
CCOC(=O)c1c(N2C(=O)CC(Sc3ccccc3C(=O)O)C2=O)sc(C)c1C (stereo unspecified)	-36%	1%	-2.6%	x	x	1%	-2%	x
CCN(CC(=O)Nc1cc(Cl)ccc1C)C(=O)COc1ccccc1F	2%	i	-1.1%	22%	4%	-7%	-8%	-18%
O=C(OCc1ccc([N+](=O)[O-])cc1)C1CCN(S(=O)(=O)c2ccccc2)CC1	11%	-3%	3.0%	2%	0%	-6%	-6%	8%
Oc1c(Br)cc(Br)cc1C=NCc1ccc(F)cc1	24%	-12%	0.9%	-21%	-6%	u	-52%	-27%
CCc1nc(C)cn1S(=O)(=O)c1cc(Br)ccc1OC	-5%	i	-0.4%	4%[38.3 µM]	0%	3%	-2%[46.1 µM]	4%
CC(C)CNC(=O)/C=C/c1cccs1	7%	-1%	-1.0%	-2%	-2%	7%	17%	u
CC(NC(=O)Cc1ccccc1)c1nc2ccccc2[nH]1 (stereo unspecified)	-5%	-18%	-1.8%	36%[38.3 µM]	2%	0%	-4%[46.1 µM]	2%
CCC(=O)Nc1cc2nn(-c3ccc(C)cc3)nc2cc1C	-2%	-2%	0.0%&-0.8%	6%	-2%	u	12%	-56%&27%[inhibitor]
COc1ccc(S(=O)(=O)N(CCc2ccccc2)CC(=O)N2CCOCC2)cc1	15%	i	-1.4%	-7%[38.3 µM]	-3%	0%	-7%[46.1 µM]	14%
Cc1c(C(=O)c2ccc(Cl)cc2[N+](=O)[O-])c2ccccn2c1CCC#N	-5%	2%	1.0%	-5%	0%	3%	-7%	u
O=P(O)(CP(=O)(c1ccccc1)c1ccccc1)c1ccccc1	2%	1%	-0.9%	-9%[38.3 µM]	-1%	2%	8%[46.1 µM]	-12%
Cc1ccc(Nc2nc(-c3ccc(O)cc3O)cs2)nc1	5%	-13%	0.0%	-2%	0%	u	1%	x
COC(=O)c1cc(S(=O)(=O)n2nc(C)cc2C)c(Cl)cc1Cl	-7%	i	-1.0%	21%[38.3 µM]	-2%	-19%	-19%[46.1 µM]	19%
C=CCNC(=O)NC(=O)COC(=O)/C(C#N)=C/c1cc(C)n(CC(C)C)c1C	-3%	-5%	0.0%	25%[38.3 µM]	4%	71%[activator]	-7%[46.1 µM]	x
COCCCn1c(=S)[nH]c2c(sc3ccccc32)c1=O	-5%	-15%	-1.1%	10µM*	3%	u	-42%	-1%
CN1CCN(C(c2cccs2)c2nnnn2Cc2ccc(F)cc2)CC1 (stereo unspecified)	5%	-5%	1.5%	16%	1%	u	-21%	x
Oc1[nH]c2ccccc2c1N=Nc1ccc(C(F)(F)F)cn1	-3%	u	0.0%	-10%[38.3 µM]	-1%	1%	-14%[46.1 µM]	23%
O=CNc1ncn[nH]1	3%[14.2 µM]	x	x	14%	-1%[7.66 µM]	x	x	-5%[9.22 µM]
Cc1[nH]c2ccccc2c1C(=O)COC(=O)c1c(-c2ccccc2)noc1C	1%	-13%	11%	9%	-2%	-4%	-27%	-18%
CC(=O)C1=C(C)NC(SCC(=O)Nc2nccs2)=C(C#N)C1c1ccccc1Cl (stereo unspecified)	-3%	-5%	0.0%	1%	-3%	-16%	-7%	-3%
CCOC(=O)Cn1nnnc1C	-1%	-2%	-0.2%	-13%	2%	-1%	12%	15%
CCOc1ccc(S(=O)(=O)N(CC(=O)N/N=C/c2cccs2)c2ccc(C)cc2)cc1	1%	5%	0.0%	20%	-3%	-5%	-7%[46.1 µM]	6%
N=C(N)CCCOc1ccccc1-c1ccccc1	-14%	-3%	-1.3%	10%	-3%	6%	16%	0%
CCCCN(C)CCCNC(=O)c1cn(CC)c2ccc(S(=O)(=O)N3CCc4ccccc4C3)cc2c1=O	5%	20%	3.5%&1.1%	17%	1%	u	-53%	-13%&0%
CCOCCCNC1=C(Cl)C(=O)c2ccccc2C1=O	3.2µM*	-9%	-3.7%	x	x	u	u	x
COc1ccc2nc(SCC(=O)NC(C)C)[nH]c2c1	4%	1%	0.0%	18%[38.3 µM]	0%	1%	-7%[46.1 µM]	-20%
COc1ccc(N/C(=N/c2nc(C)cc(C)n2)NC(=O)c2ccccc2)cc1	0%	5%	-1.1%	x	x	-4%	18%	x
c1c[nH]c(CN2CCOCC2)n1	1%[14.2 µM]	x	x	-6%	-6%[7.66 µM]	x	x	-20%[9.22 µM]
CCc1n(CC(O)COCC2CC=CCC2)c2ccccc2[n+]1C (stereo unspecified)	7%	-3%	-7.2%	4%	-3%	11µM*	-6%	x
COC(=O)C1=C(C)NC(C)=C(C(=O)OCCSc2ccccc2)[C@@H]1C	3%	u	0.5%	31%[activator]	3%	u	x	x
O=C(N/N=C/c1ccccn1)c1cccc(S(=O)(=O)Nc2ccccc2Cl)c1	10%	-2%	0.4%	11%	-2%	u	-20%	-5%
COc1cc(NS(=O)(=O)c2ccc(F)cc2)c(OC)cc1NC(=O)C1CC1	-4%	-4%	-1.0%	0%[38.3 µM]	0%	-3%	-4%[46.1 µM]	13%
CC(C)c1ccc(/C=C/C(=O)N2CCc3ccccc3C2)cc1	4%	-10%	5.2%	15%	0%	4%	4%	-7%
COCCOC(=O)C1=C(C)NC(=O)NC1c1c(Cl)nc2ccccn2c1=O (stereo unspecified)	20%	-12%	2.3%	-4%	1%	-4%	9%[46.1 µM]	-10%
O=C(CSc1ncn[nH]1)N1CCCCC1	0%	-10%	-0.7%	x	x	-9%	14%	x
Cc1cccn2c(=O)c(/C=C3\SC(=S)N(CC(C)C)C3=O)c(NCCCOC(C)C)nc12	222%[activator]	3%	u	13%[38.3 µM]	-4%	6%	-1%[46.1 µM]	-26%
CCCc1c(O)nc(SCC(=O)NCc2ccco2)[nH]c1=O	2%	i	-3.3%	-5%	2%	-7%	14%	3%
CCOc1ccccc1OCC(O)CNC (stereo unspecified)	-4%	-4%	0.0%	-19%[38.3 µM]	-1%	30%	-1%[46.1 µM]	1%
Cc1ccc2c(c1)Oc1ccc([N+](=O)[O-])cc1C(=O)N2	-10%	i	2.6%	-7%	0%	13%	12%	17%
COc1ccccc1CNC(=O)Nc1cccs1	5%	i	-0.1%	16%[38.3 µM]	19%	3%	-3%[46.1 µM]	25%
O=C(O)c1cc2ccccc2c(S(=O)(=O)O)c1O	-5%[14.2 µM]	x	x	1%	-1%[7.66 µM]	x	x	-10%[9.22 µM]
COCc1[nH]nc2c1C(c1ccccc1Cl)C(C#N)=C(N)O2 (stereo unspecified)	12%	-12%	-6.3%	15%[38.3 µM]	3%	-30%	-10%[46.1 µM]	9%
COc1ccc2c(c1)C(C)=CC(C)(C)N2C(=O)CNCc1ccc2c(c1)OCO2	-3%	-5%	-1.2%	20%[38.3 µM]	-2%	u	-13%[46.1 µM]	-6%
O=C(Cn1nc(C(=O)O)c2ccccc2c1=O)NC12CC3CC(CC(C3)C1)C2	4%	i	-0.3%	0%	2%	5%	-10%	3%
N#Cc1nc(-c2ccc(OCc3ccccc3)cc2)oc1NCc1ccco1	-3%	-10%	4.8%	17%[38.3 µM]	-1%	u	0%[46.1 µM]	-2%
CN(C)CCOc1ccc2ccccc2c1	3%	0%	-1.0%	-7%	-5%	u	7%	7%
COc1nc2c(c(-c3cc(Br)cs3)c1C#N)Cc1ccccc1-2	12%	-3%	-1.7%	x	x	-1%	46%	x
CCOC(=O)/C(C#N)=C/c1ccc(OCC(=O)Nc2cc(C)ccc2C)c(OC)c1	3%	-3%	-2.2%	-1%	6%	-8%	23%[46.1 µM]	4%
COC(=O)Cn1c(=NC(=O)c2cc(-c3cccs3)nc3ccccc23)sc2cc(S(N)(=O)=O)ccc21	13%	-8%	4.0%	-3%	-2%	u	-37%	-38%[inhibitor]

A portion of the library. The share of hits here may be higher or lower than overall.
